USP1-UAF1 inh – inhibitors of human USP1/UAF1 deubiquitinase | O94782 | recombinant USP1/UAF1, Ub-Rhodamine cleavage fluorescence | Potency, µM (doses to about 57.1 µM), for inactives: at the top dose activity change, negative = inhibition, actives largely listed as inhibitors | actives 0.23% (n = 390,000) | AID 743255; further: on the % scale 0 is the no-effect control and ±100 the full control effect; nearly all actives have a fitted effect of over 60% in size; inactives centre near -12
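High-throughput fluorogenic screen: 1nM USP1/UAF1 complex, Ub-Rho substrate 150nM final, 50mM HEPES pH 7.8 with 0.5mM EDTA, 0.1 mg/ml BSA, 1mM TCEP and 0.01% Tween-20.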
Vif-A3F inh – blocks the Vif interaction with APOBEC3F. Potency, µM (highest dose often 46.1 µM), without a hit: at the highest dose activity, negative = active. HeLa A3F-eYFP + Vif (tagged APOBEC3F with the HIV-1 protein that degrades it), YFP fluorescence increase. actives 0.2% (n = 390,000). AID 602313; further: % of control where 0% means no effect; nearly all actives have a fitted effect of over 65% in size
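HeLa cells stably expressing Vif plus C-terminally eYFP-tagged A3F were seeded, incubated overnight at 37 deg C, dosed with compound, incubated overnight again at 37 deg C. Yellow fluorescence (Ex 488/Em 500-530) reported blocked Vif-mediated A3F-eYFP degradation.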
RXFP1 ag – activates the human relaxin receptor RXFP1; HEK293T-RXFP1 cAMP TR-FRET, 30 min; response scale: percent of porcine relaxin response, buffer zero; AID 2676; actives 0.3% (n = 370,000); Q9HBX9; Potency, µM (series often up to 57.5 µM), for the others: at the top dose activation, hits mostly activators; further: on the % scale 0 is the no-effect control and ±100 the full control effect; nearly all actives have a fitted effect of over 60% in size; many of its hits are not listed in these tables
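HEK293T cells stably expressing RXFP1 were pretreated with the PDE4 inhibitor Ro 20174, exposed to compounds for 30 min at 37C, lysed, and cAMP was read by TR-FRET. Data normalized to buffer (basal) and 29 nM porcine relaxin (100%).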
IDH1 R132H inh – inhibitors of human mutant IDH1 R132H. O75874. IDH1-R132H enzyme, NADPH consumption, diaphorase/resazurin fluorescence. Potency, µM (top dose mostly 76.6 µM), for inactives: top-dose activity change, negative = inhibition, hits mostly inhibitors. actives 0.093% (n = 390,000); further: on the % scale 0 is the no-effect control and ±100 the full control effect; nearly all actives have a fitted effect of over 65% in size
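IDH1-R132H (0.5 ug/mL dispensed) in pH 7.5 Tris buffer was preincubated 30 min with compound, then given a substrate mix of 0.016 mM NADPH and 2 mM alpha-KG for 80 min at room temperature; remaining NADPH was read by diaphorase/resazurin fluorescence.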
Vif-A3G inh – blocks the Vif interaction with human APOBEC3G; Q9HC16; HeLa A3G-eYFP + Vif (tagged APOBEC3G with the HIV-1 protein that degrades it), YFP fluorescence, overnight; Potency, µM (titrated, usually from 46.1 µM), for the others: top-dose activity, negative = active, actives largely listed as inhibitors; actives 0.076% (n = 410,000); AID 602310;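 further: on the % scale 0 is the no-effect control and ±100 the full control effect; nearly all actives have a fitted effect of over 60% in size; hits raise eYFP signal because A3G escapes Vif-driven loss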
Target sequence (Q9HC16 whole entry, looked up): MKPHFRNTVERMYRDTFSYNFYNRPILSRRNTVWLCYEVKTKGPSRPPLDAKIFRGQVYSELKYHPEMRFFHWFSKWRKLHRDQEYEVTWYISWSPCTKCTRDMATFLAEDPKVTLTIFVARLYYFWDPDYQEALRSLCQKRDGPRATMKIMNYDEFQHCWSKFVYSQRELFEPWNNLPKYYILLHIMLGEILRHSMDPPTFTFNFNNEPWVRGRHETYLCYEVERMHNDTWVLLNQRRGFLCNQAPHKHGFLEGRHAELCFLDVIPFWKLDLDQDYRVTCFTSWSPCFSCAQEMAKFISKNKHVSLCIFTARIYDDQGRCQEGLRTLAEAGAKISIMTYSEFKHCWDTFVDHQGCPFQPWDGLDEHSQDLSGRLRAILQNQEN
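Read-out is eYFP fluorescence (Ex 488/Em 500-530) from Vif-expressing HeLa A3G-eYFP cells; more signal means A3G escaped Vif-mediated degradation. Cells plated overnight, compound pinned in, incubated overnight at 37 deg C.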
TrxR1 substrate – substrates of rat thioredoxin reductase 1; AID 588456; purified TrxR1 substrate turnover, NADPH consumption readout; actives 0.01% (n = 390,000); O89049; Potency, µM (highest dose often 114 µM), for the others: at the top dose activity change, negative = substrate turnover; further: on the % scale 0 is the no-effect control and ±100 the full control effect; nearly all actives have a fitted effect of over 50% in size
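Rat TrxR1, dispensed at 90 nM, was prereduced with 400 uM NADPH (final) for 5 min at ~22 deg C, then incubated with compound 15 min before 400 uM selenite. A first-read NADPH fluorescence drop versus no-compound background flagged substrates.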
TrxR1 inh – blocks rat thioredoxin reductase 1; O89049; recombinant rTrxR1, NADPH fluorescence consumption, selenite substrate; Potency, µM (titrated, usually from 114 µM), for inactives: at the top dose activity change, negative = inhibition, most hits filed as inhibitors; actives 1% (n = 390,000); AID 588453; further: on the % scale 0 is the no-effect control and ±100 the full control effect; nearly all actives have a fitted effect of over 65% in size
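Rat TrxR1 (90 nM in the dispensed reagent) was pre-reduced with 400 uM NADPH for 5 min at room temperature, then incubated with compound for 15 min. After 400 uM selenite was added, NADPH fluorescence (Ex 340/Em 450 nm) was followed for 8 min.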
12-LOX inh – blocks human arachidonate 12S-lipoxygenase | P18054 | actives 1.1% (n = 580,000) | Potency, µM (highest dose often 108 µM), for the others: top-dose activity change, negative = inhibition, most hits filed as inhibitors | purified 12hLO, xylenol orange hydroperoxide absorbance; further: on the % scale 0 is the no-effect control and ±100 the full control effect
Target sequence (P18054 whole entry, looked up): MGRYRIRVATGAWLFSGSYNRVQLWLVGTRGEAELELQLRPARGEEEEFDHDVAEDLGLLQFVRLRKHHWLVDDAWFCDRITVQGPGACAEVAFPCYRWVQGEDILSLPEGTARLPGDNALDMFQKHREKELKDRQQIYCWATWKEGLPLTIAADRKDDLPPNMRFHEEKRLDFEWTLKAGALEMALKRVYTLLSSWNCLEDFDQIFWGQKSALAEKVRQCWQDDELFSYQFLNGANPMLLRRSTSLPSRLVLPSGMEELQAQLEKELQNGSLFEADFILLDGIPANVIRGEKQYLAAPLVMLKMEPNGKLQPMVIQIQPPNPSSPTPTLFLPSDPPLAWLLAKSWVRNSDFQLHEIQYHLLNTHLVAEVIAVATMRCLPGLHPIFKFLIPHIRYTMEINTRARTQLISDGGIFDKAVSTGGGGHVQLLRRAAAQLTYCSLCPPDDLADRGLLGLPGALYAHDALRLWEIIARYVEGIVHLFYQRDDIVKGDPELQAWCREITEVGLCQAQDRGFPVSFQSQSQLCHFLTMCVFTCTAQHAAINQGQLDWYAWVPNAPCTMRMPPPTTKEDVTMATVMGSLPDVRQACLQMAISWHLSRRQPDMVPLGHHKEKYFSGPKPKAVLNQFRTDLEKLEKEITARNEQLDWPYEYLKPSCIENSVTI
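Hydroperoxide product was detected by ferrous iron/xylenol orange as the 573 to 405 nm absorbance ratio. Arachidonic acid at 40 uM (final) was turned over for 30 min at room temperature by 150 nM human 12hLO, pH 7.0 Hepes buffer, after 15 min compound preincubation.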
RGS4 inhibitor – human RGS4 inhibition | P49798 | actives 0.039% (n = 390,000) | Potency, µM (highest dose often 114 µM), for the others: at the highest dose activity change, negative = inhibition, hits mostly inhibitors | AID 504845 | Transcreener GDP fluorescence polarization, RGS4-accelerated GTP hydrolysis; further: on the % scale 0 is the no-effect control and ±100 the full control effect; nearly all actives have a fitted effect of over 75% in size; some results filed as inactive show a strong effect at the top dose
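MLSMR compounds (23 nl, pin-transferred) preincubated 10 min at room temperature with a 500nM (2x) first reagent, then RGS4 at 900nM (2x) plus Transcreener GDP mix added; fluorescence polarization (620/688 nm) read before and after 90 min at 30 °C.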
* = called active by the depositor; ? = inconclusive; . = no result given; [ ] = another dose, or the depositor's remark. The call rests on the fitted dose curve; in most records, active means well fitted curve in the direction sought with a large enough effect; inconclusive means small, poorly fitted or top-dose-only effect, or another doubt; inactive means no such curve, though single readings can be large; an effect the other way counts as inactive or inconclusive. Potency means the concentration at half of the fitted maximal effect. These rows are one share of the data. The share of hits here may be higher or lower than overall.

SMILES	USP1-UAF1 inh	Vif-A3F inh	RXFP1 ag	IDH1 R132H inh	Vif-A3G inh	TrxR1 substrate	TrxR1 inh	12-LOX inh	RGS4 inhibitor
Cc1ccc(Nc2nc(C)nc(N)c2S(=O)(=O)c2ccccc2)cc1	-15%	7%	1.6%	-15%	2%	31%[activator]	25%	-18%	4%
CN(Cc1ccco1)C(=O)CN1C(=O)NC2(CCCC2)C1=O	?	-1%	.	0%	2%	7%	?	-10%	?
Cc1cc(C(F)(F)F)nn1CC(=O)N1CCOCC1	-11%	2%	-0.2%	3%	3%	12%	30%	14%	-26%
N#Cc1nc(-c2ccccc2F)oc1NCCc1ccccc1	0%	7%	0.1%	2%	0%	116%[activator][57.1 µM]	-24%[57.1 µM]	?	-4%
CC(NC(=O)C1CCCN(S(=O)(=O)c2ccc(-n3cnnn3)cc2)C1)c1ccc(F)cc1 (configuration not stated)	-21%	-13%	0.6%	10%	1%	5%	23%	-13%	-4%
O=C(Nc1ccc(C(=O)N2CCCC2)cc1)C1CC1	-31%	-1%	.	12%	0%	4%	12%	?	-9%
CSc1ccc(/C=C(\C#N)C(=O)NC2CCCCC2)cc1	-16%	15%	4.3%	-1%	-1%	25%	3%	-11%	2%
CS(=O)(=O)N(CC(=O)Nc1ccc(Cl)c(Cl)c1)C1CCCCC1	-21%	-14%	2.2%	3%	-9%	-12%	-8%	-6%	15%
O=C(CN1CCN(Cc2ccc3c(c2)OCO3)CC1)NCC(F)(F)F	-15%	-21%	-1.5%	2%	1%	-2%	-3%	9%	-21%
COCCN(Cc1cccs1)S(=O)(=O)c1cc(-c2cc(C)no2)ccc1C	-27%	2%	-0.1%	23%	6%	-2%[57.1 µM]	11%[57.1 µM]	-24%	9%
CCOc1ccc(C(=O)Oc2cc(C)[nH]c(=O)c2[N+](=O)[O-])cc1OCC	-6%	6%	0.0%	0%	-4%	3%	8%	?	-7%
CCN(CC)C(=O)N(CC)Cc1ccccc1	-18%	-5%	0.1%	-1%	0%	4%	32%	-6%	-1%
Cc1cc(NC(=O)CSc2nnc(-c3ccccc3F)n2N)no1	-11%	-3%	.	5%	1%	5%[57.1 µM]	-2%	16%	5%
COc1cc2ccccc2nn1	-11%	-1%	4.6%	6%	-5%	41%	21%[11.4 µM]	0%	9%
Cc1[nH]c2ccc(-c3n[nH]c(=S)n3-c3ccccc3)cc2c1C	-14%	-10%	0.1%	-1%	-6%	-5%	?	?	-15%
O=C(OCC(=O)N1CCN(c2ccccc2)CC1)c1ccc2ccccc2n1	-10%	-7%	0.2%	0%	2%	7%[2.29 µM]	0%[2.29 µM]	?	5%
CN(C(=O)CSc1nnc(CN2CCCC2)n1Cc1ccccc1)c1ccccc1	-9%	4%	1.4%	2%	0%	-6%	-7%	-11%	-6%
c1cncc(-c2csc(-c3cccnc3)n2)c1	-24%	8%	3.9%	0%	-6%	-2%	10%	7%	-10%
NS(=O)(=O)c1ccc(NC(=O)COc2ccc(S(=O)(=O)NC3CCCCC3)cc2)cc1	?	3%	-0.5%	7%	0%	0%	18%	0%	7%
COc1ccccc1C(=O)CSc1cccc[n+]1[O-]	-19%	-22%	-2.0%	2%	0%	-3%	-2%[57.1 µM]	-10%	1%
CCN(C(=O)c1cc2c(=O)oc3ccccc3c2s1)c1ccc(C)c(C)c1	?	-1%	-0.8%	-8%	-2%	-6%	6%	-7%	26%
CCNC(=S)N1CCN(CCN=CC2=C(O)CC(c3cccs3)CC2=O)CC1 (configuration not stated)	-15%	0%	1.2%	3%	1%	4%	15%	11%	-16%
CN(Cc1cccs1)S(=O)(=O)c1cccs1	-4%	?	-1.0%	2%	0%	9%[57.1 µM]	18%[57.1 µM]	0%	6%
CCOC(=O)c1[nH]c2ccccc2c1NC(=O)c1cc(OC)cc(OC)c1	-17%	4%	-0.4%	-10%	-3%	17%	18%	-20%	-4%
CCOC(=O)Cc1c(C)nc2c(-c3ccc(Cl)cc3)c(C(F)(F)F)nn2c1C	3%	.	3.6%	.	.	18%	38%[activator]	-8%	-15%
O=C(CCC1COc2ccccc2O1)NCc1ccccc1 (configuration not stated)	-14%	-1%	0.7%	-5%	3%	0%	5%	-14%	18%
CC(C)(C)c1cc(NC(=O)c2cccnc2)no1	-7%	-16%	-0.8%	-2%	2%	-2%	16%	-13%	5%
CCOc1ccc(N2CC(C(=O)N/N=C/c3sccc3C)CC2=O)cc1 (configuration not stated)	-22%	4%	-0.2%	4%	0%	0%	15%	175%[activator]	13%
Cc1cc(N2CCCC2)nc2ccc(NC(=S)NCCCOC(C)C)cc12	-15%	0%	9.7%	-2%	5%	6%	45µM*	-2%	-9%[11.4 µM]
CCCn1c(C(C)NC(=O)c2ccccc2)n[nH]c1=S (configuration not stated)	9%	1%	-1.4%	2%	3%	9%[57.1 µM]	-12%[57.1 µM]	177%[activator]	10%

4 consecutive records already listed, for reference:
SMILES	USP1-UAF1 inh	Vif-A3F inh	RXFP1 ag	IDH1 R132H inh	Vif-A3G inh	TrxR1 substrate	TrxR1 inh	12-LOX inh	RGS4 inhibitor
O=C(OCC(=O)N1CCN(c2ccccc2)CC1)c1ccc2ccccc2n1	-10%	-7%	0.2%	0%	2%	7%[2.29 µM]	0%[2.29 µM]	?	5%
CN(C(=O)CSc1nnc(CN2CCCC2)n1Cc1ccccc1)c1ccccc1	-9%	4%	1.4%	2%	0%	-6%	-7%	-11%	-6%
c1cncc(-c2csc(-c3cccnc3)n2)c1	-24%	8%	3.9%	0%	-6%	-2%	10%	7%	-10%
NS(=O)(=O)c1ccc(NC(=O)COc2ccc(S(=O)(=O)NC3CCCCC3)cc2)cc1	?	3%	-0.5%	7%	0%	0%	18%	0%	7%

New compounds follow
SMILES	USP1-UAF1 inh	Vif-A3F inh	RXFP1 ag	IDH1 R132H inh	Vif-A3G inh	TrxR1 substrate	TrxR1 inh	12-LOX inh	RGS4 inhibitor
O=C1CCCN1c1ccc(S(=O)(=O)Oc2cccc(Cl)c2)cc1[N+](=O)[O-]	-7%	-10%	1.6%	-2%	1%	-16%	19%[57.1 µM]	160%[activator]	-6%
CC(OC(=O)c1cccc(-n2cnnn2)c1)C(=O)c1ccccc1 (configuration not stated)	-7%	-10%	1.1%	8%	0%	2%	4%	-3%	4%
CCC(C)NC(=O)CSc1nc2c(sc(=S)n2-c2cc(Cl)ccc2OC)c(=O)[nH]1 (configuration not stated)	-21%	1%	0.0%	1%	-1%	-4%	-4%	-17%	-2%
CC(C)(C)NC(=O)Nc1ccc(Cn2cc(C(F)(F)F)ccc2=O)cc1	-14%	2%	-0.8%	2%	-3%	4%[57.1 µM]	16%[57.1 µM]	0%	?
CC(NS(=O)(=O)c1ccc(CCC(=O)NCc2ccco2)cc1)c1ccccc1 (configuration not stated)	-10%	5%	3.2%	0%	-1%	-1%	7%	-11%	-7%
COc1nc(OCCNC(=O)Nc2ccccc2)nc(N(C)C)n1	1%	-2%	-1.5%	-3%	-1%	-12%	-14%	-5%	-13%
CCCNC(=O)c1cc(-c2ccc(OC)cc2)on1	-16%	-4%	-0.1%	5%	1%	11%	29%	-4%	0%
CCOc1cc(C2C(C(C)=O)=C(O)C(=O)N2CCc2c[nH]c3ccccc23)ccc1O (configuration not stated)	-7%	2%	27%	18%	2%	-8%[57.1 µM]	-9%[57.1 µM]	0%	25%
COCCn1c(C)cc(C(=O)COc2nc3ccccc3nc2C)c1C	-7%	3%	1.3%	-7%	4%	-3%[57.1 µM]	-3%[57.1 µM]	-4%	19%
COc1cc(C2/C(=C(\O)c3ccc4c(c3)OCCO4)C(=O)C(=O)N2Cc2ccccc2)ccc1O (configuration not stated)	-16%	8%	0.5%	16%	4%	-9%	-3%	-16%	-32%
COc1ccc(CCNC2=C(Cl)C(=O)N(CCc3ccccc3)C2=O)cc1OC	-9%	.	1.4%	9%	-5%	-8%	-8%	-7%	-44%
CC1CC(C)(C)NC(=S)N1CCCC(=O)NCCc1ccc(Cl)cc1 (configuration not stated)	-16%	1%	-5.1%	4%	1%	1%[57.1 µM]	14%[57.1 µM]	?	-31%
Cc1cc(O)c(C(=O)/C=C/c2ccccc2)c(=O)o1	-19%	?	-0.8%	1%	-11%	8%[57.1 µM]	-14%[57.1 µM]	?	-18%
O=S(CC(O)(c1ccccc1)c1ccccc1)CC(O)(c1ccccc1)c1ccccc1	-7%	-11%	.	9%	-8%	.	.	8%	.
COc1ccc(CCNC(=S)Nc2ccc(C(C)C)cc2)cc1	-5%	-7%	1.3%	2%	3%	-7%	7%	40µM*	21%
CC1CCN(c2ccc(NC(=O)c3cccc(Cl)c3)cc2C(=O)O)CC1	-13%	2%	-0.1%	0%	-4%	-4%[57.1 µM]	-2%[57.1 µM]	?	20%
CCOC(=O)c1c(-c2ccc(C)o2)csc1N	-24%	4%	-0.3%	-3%	6%	0%	-24%	?	-52%
CCCC(=O)N1CCN(c2nnc(-c3ccc(C)cc3)c3ccccc23)CC1	1%	-1%	1.2%	-6%	2%	-8%	-5%	?	40%
CC1CN(S(=O)(=O)c2cccc(C(=O)OCC(=O)N3CCCCCC3)c2)CC(C)O1 (configuration not stated)	-10%	3%	.	4%	0%	7%	25%	-16%	9%
CC(=O)c1ccc(OCC(=O)OC(C)C(=O)NC2CCCCC2C)cc1 (configuration not stated)	-22%	-4%	0.7%	-12%	6%	5%	23%	1%	-18%
